Lipid storage S3: qHTS Assay for Lipid Storage Modulators in Drosophila S3 Cells | Drosophila S3 cells, BODIPY lipid droplet fluorescence, 18-24 h; cells fed with added oleic acid | Potency in µM for hits, for the others lipid storage change, negative = inhibition, % at the top dose, mostly 46.1 µM | 0.64% of 320,000 active | AID 2685; active means well fitted inhibition curve with a large enough effect in the signal ratio, with a control signal flat, not every such curve was filed as active; inconclusive means small, poorly fitted or top-dose-only effect, or effect the other way, or a change in a side signal; the % refers to the signal ratio
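Laser-scanning cytometry quantifies lipid droplet accumulation (500–530 nm total intensity; droplet/cell object ratio) in oleic acid-fed (400 uM added) Drosophila S3 cells treated with a concentration series. 20 uM Triacsin C defined 100% inhibition.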
Lipid storage S3 cell count max: second read-out of Lipid storage S3, no call of its own (marks repeat the call); cell number change, %; measured here: cell count max response;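 cells counted by Cell Tracker Red CMTPX staining in the red channel; peak over a dose series mostly up to 46.1 µM; percent activity relative to internal control wells on each plate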
* hit, by the source's call; [ ] = another dose, or the depositor's remark. On the % scale 0 is the no-effect control and ±100 the full control effect; potency means the concentration at half of the fitted maximal effect. Only part of the results is shown; count on the stated rates, not on these rows.

Screening O=C(COc1ccc(Cl)cc1Cl)N/N=C/CCc1ccccc1 returned Lipid storage S3 inconclusive.
Screening COc1ccc(-n2ncc3c2CC(C)(C)CC3NC(=O)c2ccoc2C)cc1 (centres undefined) returned Lipid storage S3 inconclusive.
C=CCn1c(NC(=O)c2ccco2)c(S(=O)(=O)c2ccccc2)c2nc3ccccc3nc21 was read as Lipid storage S3 10% and Lipid storage S3 cell count max 10.
`O=C(Nc1ccc(Cl)cn1)c1cccc2c(Br)cccc12` gave Lipid storage S3 14% and Lipid storage S3 cell count max -1.
Screening CC(C)NC(=S)Nc1ccc(Oc2ccccc2)cc1 returned Lipid storage S3 inconclusive.
CCOC(=O)c1c(NC(=O)c2ccc(C)cc2)sc2c1CC(C)(C)NC2(C)C was read as Lipid storage S3 -19% and Lipid storage S3 cell count max -2.
Screening C=C(C)COc1ccc2c(C)c(CCC(=O)NC3CC3)c(=O)oc2c1 returned Lipid storage S3 inconclusive.
O=[N+]([O-])c1ccc(N/N=C/c2cccnc2)cc1 was read as Lipid storage S3 inconclusive.
`CCc1ccc(CNC(=O)CN2C(=O)COc3ccccc32)cc1` gave Lipid storage S3 inconclusive.
For CCCCCn1c(N)c(-c2nc3ccccc3s2)c2c([N+](=O)[O-])nn(C)c(=O)c21 the results were Lipid storage S3 inconclusive.
Screening Nc1nc(CSc2n[nH]c(-c3ccccc3)n2)nc(Nc2ccccc2)n1 returned Lipid storage S3 inconclusive.
O=C(Cn1cc([N+](=O)[O-])cn1)NCc1cc2ccccc2[nH]1 was read as Lipid storage S3 inconclusive.
Cc1cc(OCC(=O)NCC2CCC(C(=O)O)CC2)c2c(C)c(C)c(=O)oc2c1 (centres undefined) was read as Lipid storage S3 inactive and Lipid storage S3 cell count max 17.
Screening CCOC1CS(=O)(=O)CC1OCC (centres undefined) returned Lipid storage S3 -9% and Lipid storage S3 cell count max 11.
Screening NC1CCCCC1N=Cc1c(O)n(CCc2ccc(F)cc2)c(=O)[nH]c1=O (centres undefined) returned Lipid storage S3 inconclusive.
CSc1nc2ccc(NC(=O)C3CC(=O)N(Cc4ccco4)C3)cc2s1 (centres undefined) was read as Lipid storage S3 inconclusive.
For CN(C)N1C(N)=C(C#N)C(c2ccc3c(c2)OCO3)C2=C1CC(C)(C)CC2=O (centres undefined) the results were Lipid storage S3 inconclusive.
`Cc1ccccc1C(=O)N1CCC(C(=O)OCc2ccccc2Cl)CC1` gave Lipid storage S3 inactive and Lipid storage S3 cell count max -7.
Screening COc1ccc(C(C)NC(=O)c2cccc([N+](=O)[O-])c2)cc1OC (centres undefined) returned Lipid storage S3 -17% and Lipid storage S3 cell count max -4.
For COc1ccc(CN2C(=S)NC(C)(C)CC2(C)O)cc1 (centres undefined) the results were Lipid storage S3 inconclusive.

A stretch from further up, as a working copy:
Screening COc1ccc(C(C)NC(=O)c2cccc([N+](=O)[O-])c2)cc1OC (centres undefined) returned Lipid storage S3 -17% and Lipid storage S3 cell count max -4.
For COc1ccc(CN2C(=S)NC(C)(C)CC2(C)O)cc1 (centres undefined) the results were Lipid storage S3 inconclusive.

Later entries.
Cc1ccc(C(c2sc3nc(C)nn3c2O)N2CCN(C(=O)c3ccco3)CC2)cc1 (centres undefined) was read as Lipid storage S3 6% and Lipid storage S3 cell count max 24.
CC(NC(=O)COc1cccnc1[N+](=O)[O-])c1ccc(Cl)cc1 (centres undefined) was read as Lipid storage S3 inconclusive.
`CCCCn1nnnc1SCC(=O)c1ccc(C)c(C)c1` gave Lipid storage S3 22% and Lipid storage S3 cell count max -15.
For CC[C@@]12C(=O)N(c3cccc(Cl)c3)C(=O)N1[C@H](c1cccc(C)c1)[C@@H]1C(=O)N(Cc3ccccc3)C(=O)[C@@H]12 the results were Lipid storage S3 inconclusive.
Screening CCOC(=O)c1cccnc1SCc1cc(=O)n2ccccc2n1 returned Lipid storage S3 inconclusive.
For O=C(c1ccc([N+](=O)[O-])cc1)N(Cc1ccc(Br)cc1)N1C(=O)CCCC1=O the results were Lipid storage S3 -2% and Lipid storage S3 cell count max -17.
For CCC1=C(OC(=O)N(CC)CC)N2C(=O)OC(=NCCc3c[nH]c4ccccc34)[C@]2(Cc2ccccc2)[C@H]2C1=CC[C@H]1C(=O)NC(=O)[C@H]12 the results were Lipid storage S3 inconclusive.
`Fc1cccc(CSc2nc3ncccc3[nH]2)c1` gave Lipid storage S3 inconclusive.
COCCN1Cc2cccc(C(=O)NCc3ccccn3)c2C1=O was read as Lipid storage S3 5%[9.22 µM] and Lipid storage S3 cell count max 13.
For COc1cccc(C(=O)N/N=C/c2cn[nH]c2-c2ccc(OC)cc2OC)c1 the results were Lipid storage S3 3% and Lipid storage S3 cell count max -1.
O=C(Cc1ccccc1[N+](=O)[O-])Nc1ccccc1C(=O)N1CCCC1 was read as Lipid storage S3 2% and Lipid storage S3 cell count max 3.
For CCOc1ccccc1NC(=O)CSc1ncnc2c1oc1ccccc12 the results were Lipid storage S3 inconclusive.
For CC1CCC(NC(=O)CN(C)S(=O)(=O)c2ccc3c(c2)CCC(=O)N3)CC1 (centres undefined) the results were Lipid storage S3 inconclusive.
Screening Cc1ccc(NC(=O)CSC(C)C(=O)OC(C)C(=O)NC2CCCCC2C)cc1 (centres undefined) returned Lipid storage S3 inconclusive.
Screening COc1cc2[nH]c(=O)n(CCCC(=O)NC3CCCCC3)c(=O)c2cc1OC returned Lipid storage S3 inconclusive.
COc1ccc(CCNC(=S)NC(=O)c2ccc(Br)cc2)cc1OC was read as Lipid storage S3 12% and Lipid storage S3 cell count max -1.
`Cc1ccc(OCC(=O)N(Cc2ccccc2)C(C)C)c([N+](=O)[O-])n1` gave Lipid storage S3 inconclusive.
Screening O=C(NC(=S)Nc1ccc2oc(=O)ccc2c1)c1cccc(Cl)c1 returned Lipid storage S3 inconclusive.
For CC(C)(C)c1ccc(/C=C/C(=O)Nc2cccnc2)cc1 the results were Lipid storage S3 inconclusive.
Screening CCCCC(=O)NC(c1ccccc1OC)c1ccc2cccnc2c1O (centres undefined) returned Lipid storage S3 -22% and Lipid storage S3 cell count max -24.

Sorted by formula weight (falling): some entries from above
Screening Cc1ccc(NC(=O)CSC(C)C(=O)OC(C)C(=O)NC2CCCCC2C)cc1 (centres undefined) returned Lipid storage S3 inconclusive.
Screening O=C(NC(=S)Nc1ccc2oc(=O)ccc2c1)c1cccc(Cl)c1 returned Lipid storage S3 inconclusive.
COCCN1Cc2cccc(C(=O)NCc3ccccn3)c2C1=O was read as Lipid storage S3 5%[9.22 µM] and Lipid storage S3 cell count max 13.
For CC(C)(C)c1ccc(/C=C/C(=O)Nc2cccnc2)cc1 the results were Lipid storage S3 inconclusive.

Next section.
For Cc1ccc(SCC(=O)Nc2ccc(F)cc2[N+](=O)[O-])cc1C the results were Lipid storage S3 inconclusive.
`CCCCc1ccc(NC(=O)C2CCCO2)cc1` (centres undefined) gave Lipid storage S3 inactive.
`COc1ccc(/C=C/C(=O)c2cc(Br)ccc2OC(=O)c2ccco2)cc1OC` gave Lipid storage S3 inconclusive.
CCc1ccc(OCC(O)CNC(C)(C)C)cc1 (centres undefined) was read as Lipid storage S3 inconclusive.
CC(C)(C)c1ccc(C(=O)N2CCCC2)s1 was read as Lipid storage S3 3% and Lipid storage S3 cell count max 18.
`CCC(C)NC(=O)CSC1=Nc2ccccc2C2=NC(CCC(=O)NCc3ccco3)C(=O)N12` (centres undefined) gave Lipid storage S3 11% and Lipid storage S3 cell count max 7.
For CNc1cc(C)nc(-n2nc(C)cc2C)n1 the results were Lipid storage S3 inconclusive.
`COCCCn1c(SCC(=O)Nc2nc3ccccc3s2)nnc1-c1ccoc1C` gave Lipid storage S3 -15% and Lipid storage S3 cell count max -1.
For Cc1ccc(NC(=O)/C=C/c2ccc3c(c2)OCO3)nc1 the results were Lipid storage S3 4% and Lipid storage S3 cell count max 1.
For COc1ccc(/C=C/C(=O)Nc2ccc3c(c2)CCC3)cc1OC the results were Lipid storage S3 inconclusive.
For Cc1cc(C(=O)N/N=C/c2ccc(N3CCOCC3)cc2)c(C)o1 the results were Lipid storage S3 16%.
`Cc1cc(OCc2cc(C(=O)NCCN3CCCCC3CO)no2)cc(C)c1Cl` (centres undefined) gave Lipid storage S3 -23% and Lipid storage S3 cell count max 5.
Screening Cc1ccc(S(=O)(=O)CCC(=O)Nc2ccc3nc(C)sc3c2)cc1 returned Lipid storage S3 inconclusive.
`O=C(CCS(=O)(=O)c1ccccc1)OCc1ccc([N+](=O)[O-])cc1` gave Lipid storage S3 inconclusive.
CCOC(=O)CSc1[nH]c(=O)cc(C)c1C#N was read as Lipid storage S3 inactive and Lipid storage S3 cell count max 24.
Cc1ccc(C(=O)N2CCc3ccccc3C2)cc1S(=O)(=O)N1CCOCC1 was read as Lipid storage S3 -35% and Lipid storage S3 cell count max -2.
`COc1ccc(/C=C2\SC(=S)N(CC3CCCO3)C2=O)cc1` (centres undefined) gave Lipid storage S3 19% and Lipid storage S3 cell count max -2.
CCC(CO)n1cnnc1-c1ccncc1 (centres undefined) was read as Lipid storage S3 1% and Lipid storage S3 cell count max 0.
Screening CCc1cc(C(=O)N2CCCC(C(=O)c3cccc4ccccc34)C2)n(C)n1 (centres undefined) returned Lipid storage S3 inconclusive.
Screening Cc1cc(C)n2nc(-c3cccc(Br)c3)cc2n1 returned Lipid storage S3 16% and Lipid storage S3 cell count max -15.
`CCOc1ccc(N(CC(=O)NC2CCCCC2)C(=O)CCC(=O)Nc2nccs2)cc1` gave Lipid storage S3 inconclusive.
For Cc1ccc2c(c1)C1CN(C)CCC1N2C(=O)COc1ccc(N(C)S(=O)(=O)c2cccs2)cc1 (centres undefined) the results were Lipid storage S3 -16% and Lipid storage S3 cell count max -7.
For O=C(CSc1nnnn1-c1ccc(Cl)cc1)NC(=O)Nc1ccc2c(c1)OCCO2 the results were Lipid storage S3 -5% and Lipid storage S3 cell count max -29.
CCOC(=O)C1CCCN(C(=O)CCC(=O)Nc2ccc3nc(N4CCOCC4)cc(C)c3c2)C1 (centres undefined) was read as Lipid storage S3 -15% and Lipid storage S3 cell count max -20.
Screening Cc1ccc(C(=O)OCC(=O)NCc2cccc(Cl)c2)cc1S(=O)(=O)N1CCCCC1 returned Lipid storage S3 inconclusive.
CC1CC(C)CN(c2ncnc3c2cnn3-c2ccc(Cl)cc2)C1 (centres undefined) was read as Lipid storage S3 5% and Lipid storage S3 cell count max 7.
For Nc1c(-c2cccs2)cnc2c(-c3ccc(F)cc3)cnn12 the results were Lipid storage S3 -15% and Lipid storage S3 cell count max -12.
Screening COc1ccc2cc3c(N)nn(C(=O)c4ccc(OC)c(OC)c4)c3nc2c1 returned Lipid storage S3 inconclusive.
`Cc1cc(C(=O)NNC2CC(=O)N(c3ccc4ccccc4c3)C2=O)c(C)o1` (centres undefined) gave Lipid storage S3 inconclusive.
`CCOC(=O)c1c(C)[nH]c(C(=O)OCCOc2ccccc2C)c1C` gave Lipid storage S3 inconclusive.
CC1=C(C#N)c2nc(N)c(C#N)c(C)c2/C1=C\c1ccc(OCC(=O)O)c(Cl)c1 was read as Lipid storage S3 -3% and Lipid storage S3 cell count max 6.
COc1ccc(OCC(O)CN2CCOCC2)cc1 (centres undefined) was read as Lipid storage S3 inconclusive.
For C/C=C/C(=O)Nc1cccc(C2=NOC3(C2)C[C@H](C(N)=O)N(C(=O)/C=C/C)C3)c1 (some centres undefined) the results were Lipid storage S3 8% and Lipid storage S3 cell count max 11.
COc1ccc(/C=C/c2cc(C(F)(F)F)[nH]c(=O)n2)cc1OC was read as Lipid storage S3 -13% and Lipid storage S3 cell count max 7.
Screening O=c1c2ccccc2nc(/C=C/c2cccnc2)n1Cc1ccccc1 returned Lipid storage S3 19% and Lipid storage S3 cell count max 3.
`CN(CCCNC(=O)CCC(=O)N1CCOc2ccccc21)Cc1ccccc1` gave Lipid storage S3 inconclusive.
For CCN(Cc1ccccc1)C(=O)Cn1c(=O)n(CCC(=O)N2CCCCC2)c(=O)c2sccc21 the results were Lipid storage S3 inconclusive.
COc1ccc(-n2c(=S)[nH]c3cc(C(=O)NCc4ccccc4)ccc3c2=O)c(OC)c1 was read as Lipid storage S3 inactive and Lipid storage S3 cell count max 9.
Screening Cc1cc(=O)[nH]c(N/N=C/c2sccc2C)n1 returned Lipid storage S3 10% and Lipid storage S3 cell count max 15.
Screening CCOc1ccc(-c2nnn(CC(=O)NCc3ccc(OC)cc3)n2)cc1OCC returned Lipid storage S3 19% and Lipid storage S3 cell count max 0.
Screening CC(=O)Nc1nc(SCC(=O)Nc2nnc(C)s2)[nH]c(=O)c1NC(=O)c1cccs1 returned Lipid storage S3 12%.
For CC1(C)CC(=O)c2cc(C(=O)Nn3cnnc3)c(=O)n(-c3ccccc3)c2C1 the results were Lipid storage S3 inconclusive.
Screening CCOC(=O)c1cc(-c2ccccc2)nn1CCC#N returned Lipid storage S3 inconclusive.
For Cc1c(Cl)cnc(NC(=O)COC(=O)/C=C/c2ccco2)c1Cl the results were Lipid storage S3 inconclusive.
Screening CCc1nnc(NS(=O)(=O)c2ccc(Nc3ccc4nonc4c3[N+](=O)[O-])cc2)s1 returned Lipid storage S3 -1% and Lipid storage S3 cell count max 17.
Screening COc1ccc(-c2cc(C(F)(F)F)nc(N3CCOCC3)n2)cc1OC returned Lipid storage S3 3% and Lipid storage S3 cell count max -9.
COc1ccccc1CNC(=O)c1ccc(-c2ccccc2C(F)(F)F)o1 was read as Lipid storage S3 inconclusive.
Screening CC(C)Cn1c(SCC(=O)N(C)c2c(N)n(Cc3ccccc3)c(=O)[nH]c2=O)nc2ccccc21 returned Lipid storage S3 15% and Lipid storage S3 cell count max 7.
